NCI-60 one-dose screen, 48 h, at 10 µM unless noted. Numbers give growth in % (100 = growth as untreated, 0 = no growth, -100 = all killed).
IGROV1: IGROV1 ovarian cancer; 79,000 tested, 4.7% active; AID 1794786
SK-OV-3: SK-OV-3 ovarian cancer cells. 80,000 tested, 3.2% active
OVCAR-4: OVCAR-4 ovarian cancer cells. 80,000 tested, 3.7% active. AID 1794784
SN12C: SN12C renal cancer cells; AID 1794767; 81,000 tested, 3.8% active
UO-31: UO-31 renal cancer. 81,000 tested, 5.2% active
786-0: 786-0 renal cancer cells; 81,000 tested, 5.1% active
TK-10: TK-10 renal cancer cells; 81,000 tested, 3.9% active; AID 1794769
OVCAR-5: OVCAR-5 ovarian cancer; 82,000 tested, 2.9% active
* marks the source's active call; other numbers are inactive results; / = not tested or not shown; & = joins results of further samples. How the source made its calls: active means growth percent below 10; inactive means the rest.

SMILES	IGROV1	SK-OV-3	OVCAR-4	SN12C	UO-31	786-0	TK-10	OVCAR-5
CNC(=O)c1cc(-c2ccc(NC(=S)Nc3ccc(Cl)c(C(F)(F)F)c3)cc2)nc2cccnc12	102	99	82	102	81	92	91	111
O=c1[nH]nc(-c2ccccc2)c2sc(NC(=S)Nc3ccc(Cl)cc3)nc12	94	62	92	103	84	92	97	99
CC(C)(C)c1cc(C(=O)Nc2ccccc2C(=O)NCCN)cc(C(C)(C)C)c1	47	/	43	-31*	28	-36*	75	27
Nc1nc(N)nc(Cc2nc3ccccc3s2)n1	78	98	110	96	74	100	/	86
O=S(=O)(NCCCNc1nccc(-c2c(-c3ccc(F)c(O)c3)nc3sccn23)n1)c1ccc(O)cc1	99	104	122	101	96	117	113	129
C/C(=C\C(=O)OCCCCCCCCC(=O)O)C[C@@H]1OC[C@H](C[C@@H]2O[C@H]2[C@@H](C)[C@H](C)O)[C@@H](O)[C@H]1O	112	107	100	104	84	97	114	109
CN1c2ccccc2C(=O)NC1c1ccc([N+](=O)[O-])s1 (stereo not given)	105	99	81	99	83	104	111	101
COC(=O)CCCCCCCCC(C)c1ccccc1 (stereo not given)	123	106	111	108	107	111	87	102
O=C(/C=C/c1ccc(Cl)cc1)c1ccc(NC(=O)c2cc3cc4ccccc4nc3s2)cc1	88	108	103	102	91	105	113	99
C#CCN1c2cccc3cccc(c23)N(CC#C)C1c1cn(-c2ccccc2)nc1-c1cccc([N+](=O)[O-])c1	90	/	80	98	73	99	108	96
O=C1OC(c2ccc([N+](=O)[O-])cc2)Sc2ccccc21 (stereo not given)	104	94	111	99	91	99	100	111
COC1c2occc2C(OC)C2C3C(=C(C)OC12)Sc1nc(-c2ccc(N(C)C)cc2)c(C#N)c(N)c13 (stereo not given)	99	108	106	87	61	95	97	105
Cc1ncc(C(=O)Nc2ccc(CN3CCN(C)CC3)c(C(F)(F)F)c2)cc1C#Cc1cnc(NC2CC2)c2ncccc12	-80*	43	-61*	-85*	-97*	-85*	-92*	-91*
Cc1ccc2nc(SCC(=O)Nc3c(C)cccc3C)n(-c3ccc(F)cc3)c(=O)c2c1	81	99	80	80	43	80	90	98
Nc1nc2c(nc(Br)n2[C@@H]2O[C@H](CO)[C@@H](O)[C@H]2O)c(=O)[nH]1	110	/	98	97	91	102	107	102
COc1ccc(N)cc1Cl	105	96	112	107	83	100	94	117
NC(=O)c1c(NC(=O)c2cccs2)sc2c1CCC(=O)C2	30	87	-6.4*	45	29	76	60	22
COc1ccc(OC)c(/C=C/c2nc(SC)n(-c3ccc(Cl)cc3)n2)c1	62	84	70	80	40	87	92	112
CC1(C)CCc2cc(-c3ccn(S(=O)(=O)c4ccc(C(F)(F)F)cc4)n3)ccc2O1	89	/	71	97	80	83	/	96
COc1cc(/C=N/Nc2ccccc2C)cc(OC)c1OC	81	110	83	96	61	90	130	88
COc1ccc(N=Nc2c(N)nn3c2ncc2c(=O)n(N)c(NN)nc23)cc1	87	103	106	103	88	111	104	92
CNCCCNc1ccnc2cc(Cl)ccc12	-22*	5.2*	-21*	2.8*	-34*	3.8*	-11*	13
O/N=C/c1cccc(Cl)c1	106	105	114	112	85	102	111	112
CC(=O)c1cc(C(=O)c2ccccc2)n2ccc(C)cc12	94	105	91	91	77	79	69	102
O=C(CSc1nnc2n1N=C(c1ccccc1)CS2)c1ccccc1	89	106	95	106	84	96	94	100
CCN1CCN(c2nc(-c3ccc(Nc4ncnc5cc(Cl)ccc45)cc3)cc(-c3ccc(OC)c(OC)c3)n2)CC1	90	/	83	90	83	29	126	107
CCOC(=O)c1cnn2c(-c3ccccc3)nc(NCc3ccccc3)nc12	108	69	94	93	75	92	86	119
c1ccc(C2=NN(c3ccccc3)[C@H](c3cn(-c4ccccc4)nc3-c3ccccc3)C2)cc1	100	105	109	103	92	105	109	104
COC(=O)c1c(O)cc(OC)cc1O	99	104	104	99	93	/	105	99
Cc1ccc(C(=O)N/N=C/c2ccccc2Cl)cn1	82	108	116	117	65	33	115	109
CCN(CC)CCCNc1nc(-c2ccc(Cl)cc2)nc2ccccc12	/	103	/	102	103	100	99	110
O=C(/C=C/c1ccc(Cl)cc1Cl)c1ccc(Cl)c(Cl)c1	84	104	96	101	80	93	157	101
COc1ccc(-c2nc(-c3nc4ccc(F)cc4[nH]3)c3ccccn23)cc1	68	102	51	69	32	80	67	97
CN=C(N)N/N=C(\C)c1ccc2c(c1)Cc1ccccc1-2	20	-75*	/	-40*	-88*	-78*	-75*	-69*
Cc1cc2c(c(C)c1Cl)C(=O)/C(=C/c1ccco1)O2	59	/	63	96	78	105	94	114
C#CCOc1ccc(C(Nc2ccc(CC)cc2)c2nnnn2C2CCCCC2)cc1OC (stereo not given)	96	98	98	96	82	85	93	94
Cc1cc(N2CCOCC2)nc(N2CCN(CC(=O)Nc3ccc4c(ccn4Cc4ccccc4)c3)CC2)n1	90	/	75	87	48	84	101	88
COc1cc(NCCCCCN)c2ncccc2c1	98	109	87	/	87	119	119	/
Cc1cc(C)cc(S(=O)(=O)n2ccc(-c3ccc4c(c3)CCC(C)(C)O4)n2)c1	105	/	67	88	75	83	/	116
CC(=O)N1N=C(c2ccc(Br)cc2)CC1c1ccc(Oc2ccc(Br)cc2)cc1 (stereo not given)	56	74	65	66	41	80	83	95
CC(=O)Oc1ccccc1C(=O)Oc1ccc(C(=O)/C=C/c2ccc(F)cc2)cc1	117	113	104	107	96	97	110	113
O=C1c2ccccc2C(=O)N1/N=C/c1ccc2c(c1)OCO2	101	98	113	86	81	104	102	93
CCOC(=O)Nc1cc(F)cc(C(F)(F)F)c1F	104	103	106	95	88	101	104	103
COc1ccc(-c2[nH]c3ccccc3c(=O)c2O)cc1	43	34	67	73	20	57	58	85
COC(=O)c1ccc2c(c1)C(=O)N(CCc1ccccc1)C2=O	105	97	98	99	97	93	100	100
C#CCn1cnc2c(Nc3cccc(NC(=O)CCl)c3)ncnc21	7.5*	50	27	31	47	49	77	44
CCCCC1CCCCC1	112	108	105	107	92	102	101	107
CCCCOC(=O)C1C2CCC(O2)C1C(=O)OCC (stereo not given)	134	114	105	113	95	108	112	102
CCCCCCCCCCCC[n+]1ccccc1	-37*	-1.2*	15	3.9*	35	-17*	-54*	15
Cc1cc2c(cc1Cl)ncn2C	109	106	107	97	92	104	109	104

An excerpt from above in order of number of heavy atoms, smallest number first.
SMILES	IGROV1	SK-OV-3	OVCAR-4	SN12C	UO-31	786-0	TK-10	OVCAR-5
CCCCCCCCCCCC[n+]1ccccc1	-37*	-1.2*	15	3.9*	35	-17*	-54*	15
CCCCOC(=O)C1C2CCC(O2)C1C(=O)OCC (stereo not given)	134	114	105	113	95	108	112	102
O=C1c2ccccc2C(=O)N1/N=C/c1ccc2c(c1)OCO2	101	98	113	86	81	104	102	93

Next section
SMILES	IGROV1	SK-OV-3	OVCAR-4	SN12C	UO-31	786-0	TK-10	OVCAR-5
O=C(O)[C@H]1O[C@@H](n2cnc3c(=O)[nH]cnc32)[C@H](O)[C@@H]1O	113	/	105	104	100	106	107	110
Cc1ccc(CSc2oc(-c3ccccc3)nc2S(=O)(=O)c2ccccc2)cc1	96	88	84	101	78	89	78	106
OCC(O)CNc1oc(-c2ccccc2)nc1[P+](c1ccccc1)(c1ccccc1)c1ccccc1 (stereo not given)	86	101	97	98	80	104	102	101
Clc1ccc(Cn2cc(CSc3nc4ccccc4s3)nn2)cc1Cl	100	103	105	90	81	100	92	91
CC1=C2[C@@H](CC1)[C@]1(C)O[C@@](C3CC3)(C[C@H]1OC(=O)CO)[C@H]2OC(=O)/C=C/c1ccccc1	100	99	110	42	-26*	73	106	96
Cc1ccc2oc(=O)cc(Cn3nnc(C(=O)O)c3C)c2c1	101	102	99	96	77	100	117	106
Cc1cc(C)n2ncnc2n1	111	117	108	105	89	90	103	100
COc1c2c(c(OC)c3c1OCO3)C(c1ccccc1)=NC(C)C2 (stereo not given)	91	91	113	93	82	98	107	87
O=C(O)c1cc(Cl)ccc1Nc1ccc2nnc(-c3ccncc3)n2n1	94	96	83	91	72	99	113	104
NC(=O)NC(=O)c1nccnc1C(=O)O	119	114	112	118	100	96	117	108

Quoted from the listing:
Value of `O/N=C/c1cccc(Cl)c1` in TK-10: 111
Value of `C#CCOc1ccc(C(Nc2ccc(CC)cc2)c2nnnn2C2CCCCC2)cc1OC` (stereo not given) in OVCAR-4: 98

(cont.)
SMILES	IGROV1	SK-OV-3	OVCAR-4	SN12C	UO-31	786-0	TK-10	OVCAR-5
CC(O)C(=O)NC1CCCCC1 (stereo not given)	117	117	104	103	98	/	102	104
Oc1[nH]c2ccccc2c1N=Nc1ccccc1	88	101	101	97	44	108	118	88
C=C1CC[C@@H]2[C@](C)(COC(C)=O)[C@H](OC(C)=O)CC[C@@]2(C)[C@@H]1CC(Nc1ccc(S(=O)(=O)Nc2ncccn2)cc1)C1=CCOC1=O (stereo not given in full)	7.2*	85	43	7.6*	-18*	-10*	35	-2.0*
O=C(O)Cc1ccc(Br)cc1	107	105	100	101	100	101	107	77
C=C1CCC2C3(C)COC(c4ccccc4F)OC3CCC2(C)C1CC(O)C1=CCOC1=O (stereo not given)	51	110	50	39	12	15	107	75
NC1=NC(c2ccccc2OS(=O)(=O)c2ccc(Br)cc2)n2c(nc3ccccc32)N1 (stereo not given)	82	105	110	88	74	/	99	99
Cc1ccc(-c2csc(NC(=O)c3cc(-c4ccc(Br)cc4)nc4ccccc34)n2)cc1	81	86	89	103	70	97	119	95
COc1ccc2[nH]cc(-c3nc(N)nnc3-c3c[nH]c4ncc(Br)cc34)c2c1	39	66	85	55	67	49	83	81
COC(=O)CC(N)C(=O)OC (stereo not given)	105	105	92	104	81	101	/	98
COc1cc2oc(-c3cccc(NC(=O)[C@H](C)NC(=O)[C@@H](N)C(C)C)c3)cc(=O)c2c(OC)c1OC	118	105	113	93	68	94	97	105
O=C(Cc1ccccc1)Nc1ccc(-c2nc3ccccc3c(=O)[nH]2)cc1	97	85	97	89	74	100	111	102
C/C(=N\Nc1ccc([N+](=O)[O-])cc1[N+](=O)[O-])c1ccc(Br)cc1	110	108	105	96	85	99	105	123
NC(=S)NN=C1CSSC1	70	/	/	69	17	89	11	69
O=C(c1ccc(N2CCOCC2)cc1[N+](=O)[O-])N1CCOCC1	/	110	52	145	99	102	116	102
CCCc1cc(NC)nc(S(=O)CC)n1 (stereo not given)	109	123	106	97	77	100	107	97
Oc1ccccc1-c1nc2c3ccccc3c3ccccc3c2[nH]1	35&76	76&94	81&105	66&76	66&62	87&106	92&168	82&114
O=[N+]([O-])c1cccc(C2c3sc4ccc(Cl)cc4c3Nc3nnc(-c4cccc(F)c4)n32)c1 (stereo not given)	78	93	99	97	59	101	113	99
N#Cc1c(-c2ccccc2)nc(N2CCCCC2)[nH]c1=O	105	92	100	100	84	96	102	101
COc1ccc(C(=O)c2sc3nc(N)c(C#N)cc3c2N)cc1OC	133	119	80	82	59	99	111	97
C/C(=N/O)c1ccc(NC(=O)CSc2nnc(-c3cc(-c4ccc(Cl)cc4)nc4ccccc34)o2)cc1	93	104	104	105	73	88	83	108
O=C1C=CC(c2ccccc2)(c2ccccc2)CC1	/	108	/	/	/	117	105	104
CN1CCCC(NC(c2ccccc2)c2ccccc2)C1 (stereo not given)	101	107	108	101	85	103	94	99
Cc1nn(-c2ccccc2)c(Cl)c1/C=C1\N=C(c2ccccc2)N(C(=O)c2ccc([N+](=O)[O-])cc2)NC1=O	75	121	62	83	53	57	110	115
S=C(NNC(=S)Nc1ccc(Cl)cc1)NNc1ccccc1	118&117	111&117	114&97	101&96	96&86	94&105	117&97	99&100
C=CCn1c(SCC(=O)Nc2ccc(C(=O)/C=C/c3cc(OC)c(OC)c(OC)c3)cc2)nnc1-c1ccc(Cl)cc1	14	51	37	28	26	16	36	89
O=C(N=Nc1c(O)[nH]c2ccccc12)c1cc(-c2ccc(Cl)cc2)nc2ccccc12	94	120	98	95	83	101	116	110
Cc1ccccc1[C@@H]1C[C@@H]2Cc3ccc4ccccc4c3N1O2	94	87	93	104	65	100	97	91
COc1ccc(C#Cc2cc(OC)c3c(c2OC)OCO3)cc1	87	104	106	101	82	89	107	95
COc1ccc(NC(=O)C(c2ccccc2)c2ccccc2)cc1	98	104	115	110	83	112	129	94
C[C@H]1[C@H](C)CC[C@]2(C(=O)Nc3ccc4ncccc4c3)CC[C@]3(C)C(=CC[C@@H]4[C@@]5(C)CCCNC(C)(C)[C@@H]5CC[C@]43C)[C@H]12	-73*	103	28	-86*	-77*	-96*	102	75
Nc1nc(SCc2ccccc2CCl)c2[nH]cnc2n1	89	103	83	97	84	107	89	103
CCCCCCCCCc1ccc(OCCOCCOCCOCCOCCOCCOCCOCCOCCO)cc1	24	110	22	13	13	27	23	48
COc1ccc([C@H]2c3[nH]c4ccccc4c3C[C@H]3C(=O)N(CCCCCCC(=O)NO)CC(=O)N23)cc1	34	55	54	47	44	84	44	23
CCOC(=O)c1ccc(NC(C)=O)o1	108	92	107	95	87	105	100	/
COC(=O)C(C)C(=O)OC	103	103	108	102	94	106	117	106

Compound profiles, from the list above. Values in the order: IGROV1	SK-OV-3	OVCAR-4	SN12C	UO-31	786-0	TK-10	OVCAR-5
CCOC(=O)c1ccc(NC(C)=O)o1 across the screens: 108	92	107	95	87	105	100	/
COC(=O)C(C)C(=O)OC across the screens: 103	103	108	102	94	106	117	106
Nc1nc(SCc2ccccc2CCl)c2[nH]cnc2n1 across the screens: 89	103	83	97	84	107	89	103
COc1ccc([C@H]2c3[nH]c4ccccc4c3C[C@H]3C(=O)N(CCCCCCC(=O)NO)CC(=O)N23)cc1 across the screens: 34	55	54	47	44	84	44	23
CCCCCCCCCc1ccc(OCCOCCOCCOCCOCCOCCOCCOCCOCCO)cc1 across the screens: 24	110	22	13	13	27	23	48
